High-throughput results from PubChem BioAssay.
MOR-DOR inv ag: mu-delta opioid heterodimer inverse agonism. AID 504357. 340,000 compounds, 0.21% hits. inhibition, % at 9.3 µM. cell-based MOR-DOR heterodimer luminescence; in the data active = inhibition above about 22%, passing the limit was not always enough;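 also: 0% = cells with DMSO and 100% = wells without cells with DMSO; values of inactives mirror those of a sister screen read the other way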
Keap1 Nrf2 FP: inhibitors of human Keap1-Nrf2 protein-protein interaction; Q14145; inhibition, % at 9.4 µM; AID 504523; Keap1 Kelch-Nrf2 peptide fluorescence polarization, 1536-well; 340,000 compounds, 0.15% hits; in the data active = inhibition above about 12%;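 also: human Keap1 Kelch domain with fluorescein labeled Nrf2 9mer peptide probe; 0% = neutral control wells and 100% = peptide positive control; higher means more block of Keap1 binding to Nrf2 peptide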
Target sequence (Q14145 whole entry, looked up, the tested form may be a part): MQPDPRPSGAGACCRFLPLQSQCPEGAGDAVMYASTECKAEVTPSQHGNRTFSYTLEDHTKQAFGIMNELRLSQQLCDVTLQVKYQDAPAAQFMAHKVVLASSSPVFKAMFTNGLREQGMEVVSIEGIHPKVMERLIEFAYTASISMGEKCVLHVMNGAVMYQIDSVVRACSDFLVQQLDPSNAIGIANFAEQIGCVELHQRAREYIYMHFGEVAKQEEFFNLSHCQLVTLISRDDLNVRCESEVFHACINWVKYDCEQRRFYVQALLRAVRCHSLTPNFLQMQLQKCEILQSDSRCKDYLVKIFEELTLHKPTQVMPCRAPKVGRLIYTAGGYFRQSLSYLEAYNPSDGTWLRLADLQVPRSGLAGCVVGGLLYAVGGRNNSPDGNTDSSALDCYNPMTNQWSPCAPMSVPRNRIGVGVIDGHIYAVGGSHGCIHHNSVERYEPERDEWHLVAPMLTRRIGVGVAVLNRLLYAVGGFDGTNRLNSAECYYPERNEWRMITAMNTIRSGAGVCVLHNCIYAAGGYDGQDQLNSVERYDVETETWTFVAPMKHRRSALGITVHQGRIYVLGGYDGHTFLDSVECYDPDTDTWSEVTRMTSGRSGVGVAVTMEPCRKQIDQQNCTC
CAL-PDZ inh HTS: blocks peptide binding to the human CAL PDZ domain; Q9HD26; purified CAL PDZ, TMR-peptide fluorescence polarization, 1 h; inhibition, % at 24.9 µM; 300,000 compounds, 0.92% hits; AID 602252;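 active = mean inhibition of at least 30% with at least half of replicates also reaching 30%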;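 also: 0% = DMSO neutral control and 100% = excess unlabeled competitor peptide PRC23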
C-LANA FP: blocks KSHV LANA C-terminal domain binding to DNA. AID 504423. 340,000 compounds, 0.078% hits. inhibition, % at 9 µM. MBP-C-LANA/FAM-LBS DNA binding, fluorescence polarization;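 active = highest replicate inhibition at or above 60% at 9 µM, even if other replicates fall short; inactive = all replicates below 60% inhibition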;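 also: 0% = neutral control wells and 100% = 4 µM acridine orange control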
HTR5A inv ag: HTR5A inverse agonism, opioid heterodimer counter-screen | 340,000 compounds, 0.083% hits | HTR5A cell line, luminescence | P47898 | inhibition, % at 9.3 µM | AID 504634; in the data active = inhibition mostly above about 23%, no sharp cut-off; inactive = mostly below about 18%;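 also: 0% = cells with DMSO and 100% = no-cell wells with DMSO; some compounds called inactive have numbers as strong as hits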
Target sequence (P47898 whole entry, looked up): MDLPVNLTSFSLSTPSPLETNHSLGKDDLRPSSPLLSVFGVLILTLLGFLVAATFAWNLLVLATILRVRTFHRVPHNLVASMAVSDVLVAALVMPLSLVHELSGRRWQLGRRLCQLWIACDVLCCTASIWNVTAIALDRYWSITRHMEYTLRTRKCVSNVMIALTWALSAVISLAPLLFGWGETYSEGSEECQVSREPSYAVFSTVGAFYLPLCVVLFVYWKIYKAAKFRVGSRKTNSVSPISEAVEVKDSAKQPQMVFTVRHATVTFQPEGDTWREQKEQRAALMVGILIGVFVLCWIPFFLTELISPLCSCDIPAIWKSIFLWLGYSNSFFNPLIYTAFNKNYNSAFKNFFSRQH
MOR-DOR ag: agonists of human mu-delta opioid receptor heterodimerization | P35372+P41143 | activation, % at 9.3 µM | cells, OPRM1-OPRD1 heterodimerization, luminescence | AID 504326 | 340,000 compounds, 0.3% hits; in the data active = activation above about 18%;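 also: 0% = vehicle-treated cells and 100% = reference agonist; values of inactives mirror those of a sister screen read the other way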
Cardiac RTF inh: cardiac RTF calcium desensitization | IANBD-labeled cardiac RTF, Ca2+ fluorescence | inhibition, % at 7.15 µM | 340,000 compounds, 0.12% hits | AID 493244 | P19429+P45379;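 active = inhibition above the mean inhibition of all tested compounds plus 3 SD, cut at about 17% in these data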;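 also: assay run at fixed EC70 calcium of 1.6 mM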
V-ATPase pHluor: yeast V-ATPase proton transport regulation by pHLuorin | 350,000 compounds, 0.37% hits | S. cerevisiae, pHLuorin cytosolic pH fluorescence | response, % at 10 µM; in the data active = response mostly above about 7.3%, no sharp cut-off; inactive = mostly below about 5.4%; also: actives read high; inactives centre near 0; some compounds called inactive have numbers as strong as hits; reference of the scale not given here
HTR5A ag: counter-screen for OPRM1-OPRD1 agonists: human HTR5A agonism. P47898. HTR5A agonist assay, luminescence, cell-based. activation, % at 9.3 µM. 340,000 compounds, 0.61% hits. AID 504692; in the data active = activation mostly above about 9.5%, no sharp cut-off; inactive = mostly below about 7.6%;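 also: 0% = cells with vehicle only and 100% = reference agonist; strong numbers were not always called active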
cardiac RTF act: cardiac RTF calcium sensitization; 340,000 compounds, 0.24% hits; IANBD-labeled TnC RTF fluorescence at EC20 calcium; 0% EC20 calcium, 100% full calcium; AID 493008; activation, % at 7.2 µM; P19429+P45379;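 active = activation above the mean over all tested compounds plus 3 SD, cut at about 30% in these data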;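 also: rise in fluorescence read as greater calcium sensitivity of cardiac thin filaments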
Numbers without * were called inactive; x = no result given.

SMILES	MOR-DOR inv ag	Keap1 Nrf2 FP	CAL-PDZ inh HTS	C-LANA FP	HTR5A inv ag	MOR-DOR ag	Cardiac RTF inh	V-ATPase pHluor	HTR5A ag	cardiac RTF act
Cc1ccc2nc3c(nc2c1)-c1ccccc1C3=O	30	0	-15	1.1	4	-6.3	-8	1	-2	2
COc1ccc(C(C)=O)cc1Cn1nnc(-c2ccccc2Br)n1	19	1	0	-0.5	10	-4.3	-1	0	-3	-3
CCOC(=O)C1(CC)NC(c2cccc(F)c2)C2C(=O)N(CC)C(=O)C21 (stereo not drawn)	10	3	-2	-0.6	-1	-1.9	-5	2	1	2
COC(=O)c1cc(OC)c(OC)cc1NC(=O)C(C)Sc1ccc(C)cc1 (stereo not drawn)	-6	-1	-4	2.2	8	1.1	-6	-7	-3	3
Cc1cccc(/C(N)=N/OC(=O)CCC2CCCCC2)c1	-15	-4	-4	-0.2	-5	2.5	-12	0	2	0
CC1CCc2c(sc(NC(=O)c3ccccc3C(=O)O)c2C#N)C1 (stereo not drawn)	14	4	2	-1.2	0	-2.9	1	-5	-4	1
Cc1ccc2c(c1)C(O)(CC(=O)c1ccc(C)s1)C(=O)N2 (stereo not drawn)	8	-2	0	-1.0	-6	-1.7	-4	1	2	-2
Cc1cccc(NC(=O)c2ccc(COc3ccccc3[N+](=O)[O-])o2)n1	9	-4	-5	-0.8	-8	-1.8	-13	-1	2	5
CC1CC(=O)N(CC(=O)Nc2ccc(F)cc2F)c2ccccc2S1(=O)=O (stereo not drawn)	-8	2	x	-0.7	19	1.6	-10	5	1	4
O=C1NN=C(c2ccc(Cl)cc2)CC1c1cccc(Br)c1 (stereo not drawn)	-32	-3	-5	0.2	-7	6.2	-5	-1	3	-5
COc1ccc(/C=C/c2c([N+](=O)[O-])c(=O)n(C)c(=O)n2C)cc1O	19	0	-4	-0.8	-11	-4.3	-1	-1	4	-1
COc1ccc(C2C(C(=O)c3ccccc3)=C(C)Nc3nc4ccccc4n32)cc1OC (stereo not drawn)	5	0	x	0.3	26	-0.8	-4	3	-9	0
Cc1c(C(=O)OCC(=O)N2CC(=O)Nc3ccccc32)oc2ccccc12	18	0	0	-1.7	-28	-2.9	-15	-1	2	2
c1ccc(N2CCN(Cc3cnc(N4CCOCC4)s3)CC2)cc1	-7	-1	-2	2.3	-11	1.4	-27	0	4	4
CN(C(=O)CSc1ncnc2sc3c(c12)CCC3)C1CCS(=O)(=O)C1 (stereo not drawn)	8	-1	2	0.0	-2	-2.2	-5	-2	3	4
O=C(NCc1cccnc1)c1cc(-c2ccc(Cl)cc2)oc1C(F)(F)F	5	2	-4	-0.7	-31	-1.0	0	0	-2	0
O=C(NCCO)C1(c2ccc(Cl)cc2)CCCC1	-8	-11	x	1.5	3	1.6	-3	4	-2	4
CCCn1nc(C(=O)NCc2ccccn2)c2ccccc2c1=O	9	-2	-10	0.9	-12	-1.6	1	-5	-1	5
O=C(O)c1ccc(CN(c2ccccn2)S(=O)(=O)c2ccccc2)cc1	11	-1	4	1.7	-3	-1.9	1	3	-4	-2
N/C(=N\c1nc2ccccc2o1)NC(=O)/C=C/c1ccccc1	-10	-2	2	3.1	-15	2.0	5	3	6	8
Oc1ccc(C2Nc3cccc4cccc(c34)N2)c(O)c1	-19	-2	-2	0.2	6	3.4	-1	6	-2	-2
Cc1ccc2nc(Cl)c(C3CC(c4cccs4)=NN3S(C)(=O)=O)cc2c1 (stereo not drawn)	14	-6	1	-1.9	-24	-2.1	-4	2	0	-4
COc1ccc(/C=C/C(=O)O)cc1Cl	-4	-5	-2	-4.1	-7	0.8	-12	-1	2	-4
CC(=O)Nc1ccc(S(=O)(=O)NC2CC2)cc1	16	0	-2	1.9	-2	-3.3	-2	-1	1	-5
CC(=O)c1ccc(-c2ccc(C(=O)Nc3nc(C)c(C(C)=O)s3)o2)cc1	3	6	-1	3.0	-5	-0.9	-14	-6	-2	1
Cc1cc(C)cc(CC2CC(=O)N(c3ccc4c(c3)OCCO4)C2=O)c1 (stereo not drawn)	8	-2	-1	-1.1	9	-1.4	-7	-4	-5	-1
CCCc1c(C(=O)OCC)[nH]c2c1C(=O)CCC2	4	-3	1	0.7	-23	-0.8	-5	2	9	-2
Cc1cccc(C)c1OCc1nc2ccccc2c(=O)n1/N=C/c1ccc(OCC(=O)O)cc1	1	3	-5	2.8	13	-0.2	7	-4	2	-5
O=C(CSc1nc2[nH]ncc2c(=O)[nH]1)Nc1cccc([N+](=O)[O-])c1	9	-1	x	1.2	-10	-1.3	-3	5	4	-7
COc1cc(C(=O)N(C)CCOc2ccc(C)cc2)ccc1OC1CCN(C(C)=O)CC1	11	1	-5	-0.5	-13	-2.2	-3	1	5	5
COC(=O)c1cc(C(=O)N2CCN(c3cccc(C)c3C)CC2)cc([N+](=O)[O-])c1	18	-4	-1	2.9	-2	-3.8	4	0	0	4
CN(C)c1ccc(C=C2C=Cc3ccccc32)cc1	6	-4	-4	-0.4	-9	-1.3	4	12*	2	-3
CC(C)NC(=O)CN(c1cccc(Br)c1)S(C)(=O)=O	20	0	0	1.1	-9	-3.5	1	-1	0	1
Cc1ccccc1C(=O)NCC(c1ccco1)N1CCc2ccccc2C1 (stereo not drawn)	17	0	-3	-0.8	-3	-3.1	-1	2	3	4
CCCCc1nnc(NC(=O)c2oc3ccccc3c2C)s1	-20	7	-4	0.7	-18	3.7	-6	-2	5	-2
Cc1cc(C)cc(NC(=O)COC(=O)COc2ccc(N(C)S(=O)(=O)c3cccs3)cc2)c1	14	-3	x	0.0	16	-2.6	1	-2	-4	4
FC(F)Sc1nc2ccccc2[nH]1	15	-2	-3	1.1	-10	-3.0	0	1	-3	-12
FC(F)C(F)(F)C1=CC(c2ccccc2)=NCCN1	6	-1	-1	-0.8	3	-1.4	-9	0	-2	5
COC(=O)CSC1=C(C#N)C(c2ccccc2OC)C(C(=O)OC)C(=O)N1 (stereo not drawn)	9	-4	-1	0.5	0	-1.7	3	1	0	-4
COc1ccc(/C=C2\SC(=O)N(CCC(=O)Nc3ccc(S(=O)(=O)Nc4nccs4)cc3)C2=O)cc1	2	-2	-2	-0.1	5	-0.3	-3	1	-2	4
O=C(CN1CCC(C(=O)c2ccc3c(c2)OCCO3)CC1)Nc1ccccc1C(F)(F)F	-5	-3	-2	0.1	-13	0.6	-17	0	4	3
CCCCc1nccn1CCn1ccnc1CCCC	9	2	3	1.0	4	-1.8	0	2	0	0
CCCCC1=CC2=C(c3ccco3)C(=O)C(C)(OC(=O)c3ccc(OC)cc3)C(=O)C2=CN1CC1CC1 (stereo not drawn)	-17	4	-1	-0.6	-7	3.1	-11	-5	14	-8
Cc1ccc(/C=N/NC(=O)c2ccc3c(c2)OCCO3)s1	16	-4	-3	-0.9	21	-3.2	-3	0	3	1
CCN(CC)S(=O)(=O)c1cnccc1N1CCN(c2cccc(Cl)c2)CC1	0	2	-4	2.1	9	-0.1	1	-2	-3	0
Nc1c(C(=O)Nc2ccccc2Cl)nnn1-c1ccc2c(c1)OCCO2	-24	0	-3	-1.4	-54	4.6	-1	5	8	-1
COc1cc2c(cc1OC)-c1nncn1C(C)(C)C2	4	-1	0	-2.6	-13	-0.7	-5	0	5	-3
O=C(NCCc1ccccn1)c1nc(Cn2ccc([N+](=O)[O-])n2)no1	4	2	1	0.6	18	-0.6	2	-1	-2	-10
Cn1ncc(C(=O)N=S(C)(=O)c2ccccc2)c1[N+](=O)[O-] (stereo not drawn)	1	-2	-3	-2.8	1	-0.2	-1	-1	3	7
COc1ccc(NC(=O)Cn2nnc(C(=O)NCc3ccccc3)c2N)cc1Cl	-1	-5	-6	0.3	8	0.2	-3	-2	-3	2
NC(=O)NCCCC(NC(=O)c1ccc(C#CC2(O)CCCCC2)cc1)C(=O)O (stereo not drawn)	14	-2	-5	1.0	4	-2.5	-6	4	-2	2
Cn1cc(/C=N\NC(=O)c2cccs2)c2ccccc21	1	1	-4	-0.5	-5	-0.1	2	-2	2	2
Nc1cc(N)nc(SCC(=O)NCC(=O)Nc2ccc(F)c(F)c2F)n1	19	0	-8	3.3	2	-3.6	5	-1	-1	2
COc1ccccc1-n1c(SCC(=O)NCc2ccc3c(c2)OCO3)nc2cc([N+](=O)[O-])ccc21	-7	-6	-1	0.6	9	1.1	-6	2	-4	-1
O=C(NC1CCCC1)C(c1ccc(Cl)cc1)N(Cc1ccc(F)cc1)C(=O)CCl (stereo not drawn)	0	-5	-4	-0.9	6	0.0	-15	2	-5	11
Cc1ccc(-n2nc3c(c2NC(=O)C(C)(C)C)CSC3)c(C)c1	5	-4	-5	-1.6	-10	-0.8	10	2	-1	7
NC(=O)NC(=O)COC(=O)c1cccc(NS(=O)(=O)/C=C/c2ccccc2)c1	-12	-2	3	2.1	1	1.7	-4	-1	0	38*
Cn1cc(CNC(=O)/C=C/c2ccc(Cl)cc2)cn1	19	-1	x	-1.5	27	-3.6	6	3	-11	-2
C=C(C)CSc1nnc([C@@H](NC(=O)OC(C)(C)C)C(C)CC)o1 (stereo partly drawn)	-7	-3	x	0.2	-6	1.4	-7	1	2	-1
CCOc1ccc(CNC(=O)Cn2ccc3cc(S(=O)(=O)N4CCCC4)ccc32)cc1	5	-1	-4	-0.9	-29	-1.0	-15	-2	8	-1
Following part
SMILES	MOR-DOR inv ag	Keap1 Nrf2 FP	CAL-PDZ inh HTS	C-LANA FP	HTR5A inv ag	MOR-DOR ag	Cardiac RTF inh	V-ATPase pHluor	HTR5A ag	cardiac RTF act
CCOc1ccccc1NC1c2ccccc2C(=O)N1Cc1ccco1 (stereo not drawn)	6	2	-3	-0.3	-2	-1.0	-5	-2	1	1
COc1ccc(CCNC(=O)c2c(O)c3cccc4c3n(c2=O)CC4)cc1OC	9	-2	-3	-0.6	1	-1.5	2	7	-2	-5
COc1ccc(C2C=C(C34CC5CC(CC(C5)C3)C4)NC(=S)N2)cc1 (stereo not drawn)	4	-3	-2	0.6	9	-0.8	10	-2	-3	-3
O=C(O)C(Cc1ccc(Cl)cc1)NS(=O)(=O)c1ccc(Cl)cc1 (stereo not drawn)	17	2	0	1.2	-7	-3.8	-6	-3	2	4
Cc1c(NC(=O)C2CCCN(S(=O)(=O)c3cnc[nH]3)C2)c(=O)n(-c2ccccc2)n1C (stereo not drawn)	-3	-6	-4	-1.1	12	0.6	-10	1	-4	7
CCOc1cc(CNC2CCCC2)cc(Cl)c1OCc1ccc(F)cc1	-85	2	-6	-0.6	2	15	-1	4	7	-4

A stretch from the list above, for reference:
SMILES	MOR-DOR inv ag	Keap1 Nrf2 FP	CAL-PDZ inh HTS	C-LANA FP	HTR5A inv ag	MOR-DOR ag	Cardiac RTF inh	V-ATPase pHluor	HTR5A ag	cardiac RTF act
CCOc1ccccc1NC1c2ccccc2C(=O)N1Cc1ccco1 (stereo not drawn)	6	2	-3	-0.3	-2	-1.0	-5	-2	1	1
COc1ccc(CCNC(=O)c2c(O)c3cccc4c3n(c2=O)CC4)cc1OC	9	-2	-3	-0.6	1	-1.5	2	7	-2	-5
COc1ccc(C2C=C(C34CC5CC(CC(C5)C3)C4)NC(=S)N2)cc1 (stereo not drawn)	4	-3	-2	0.6	9	-0.8	10	-2	-3	-3
